Screens as filed in PubChem.
M4 PAM = positive allosteric modulators of human muscarinic M4 receptor. CHO-K1 hM4/Gqi5, Fluo-8 calcium fluorescence, ACh EC20; 0% = ACh EC20, 100% = maximal ACh. AID 624126. 0.4% of 360,000 active. activation, % at 3 µM;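 active = activation above its plate's cutoff, the mean activation of sample wells plus 3 SD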; also: some results filed as inactive read as strong as hits
CRFBP-R2 block = antagonists of CRF-binding protein/CRF-R2 receptor complex. HEK293 CRF-R2/CRF-BP, CRF-induced calcium fluorescence. inhibition, % at 11.8 µM. 0.59% of 350,000 active. AID 588475;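 active = inhibition of the ligand-induced calcium signal above about 50% at the single tested concentration, limit read from the data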
IDE cell inh = cellular human IDE inhibition; HEK cells, FAbetaB cleavage, fluorescence polarization; 0.41% of 320,000 active; inhibition, % at 5.59 µM; P14735; AID 434962;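 active = percent inhibition above the average of all tested compounds plus 3 SD, set per screening campaign, cut at about 16% in these data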;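 also: IDE supplied by intact live HEK cells; FP after avidin binding of uncleaved biotin substrate so inhibition keeps polarization high; 0% = DMSO wells and 100% = 60 µM reference IDE inhibitor Ii1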
pCIP destab = compounds decreasing mouse p/CIP protein stability. Q05BA5. F442A p/CIP-EGFP cells, EGFP fluorescence, 16 h. decrease of EGFP signal, % at 10 µM. 0.01% of 290,000 active. AID 1984;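 active = EGFP signal decrease of at least 30% at 10 µM or well 3 SD below plate mean, unless failing retest; inactive = the rest, including hits failing retest or dose response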; also: some compounds called inactive have numbers as strong as hits; many of its hits are not listed in these tables
Target sequence (Q05BA5 1-1403): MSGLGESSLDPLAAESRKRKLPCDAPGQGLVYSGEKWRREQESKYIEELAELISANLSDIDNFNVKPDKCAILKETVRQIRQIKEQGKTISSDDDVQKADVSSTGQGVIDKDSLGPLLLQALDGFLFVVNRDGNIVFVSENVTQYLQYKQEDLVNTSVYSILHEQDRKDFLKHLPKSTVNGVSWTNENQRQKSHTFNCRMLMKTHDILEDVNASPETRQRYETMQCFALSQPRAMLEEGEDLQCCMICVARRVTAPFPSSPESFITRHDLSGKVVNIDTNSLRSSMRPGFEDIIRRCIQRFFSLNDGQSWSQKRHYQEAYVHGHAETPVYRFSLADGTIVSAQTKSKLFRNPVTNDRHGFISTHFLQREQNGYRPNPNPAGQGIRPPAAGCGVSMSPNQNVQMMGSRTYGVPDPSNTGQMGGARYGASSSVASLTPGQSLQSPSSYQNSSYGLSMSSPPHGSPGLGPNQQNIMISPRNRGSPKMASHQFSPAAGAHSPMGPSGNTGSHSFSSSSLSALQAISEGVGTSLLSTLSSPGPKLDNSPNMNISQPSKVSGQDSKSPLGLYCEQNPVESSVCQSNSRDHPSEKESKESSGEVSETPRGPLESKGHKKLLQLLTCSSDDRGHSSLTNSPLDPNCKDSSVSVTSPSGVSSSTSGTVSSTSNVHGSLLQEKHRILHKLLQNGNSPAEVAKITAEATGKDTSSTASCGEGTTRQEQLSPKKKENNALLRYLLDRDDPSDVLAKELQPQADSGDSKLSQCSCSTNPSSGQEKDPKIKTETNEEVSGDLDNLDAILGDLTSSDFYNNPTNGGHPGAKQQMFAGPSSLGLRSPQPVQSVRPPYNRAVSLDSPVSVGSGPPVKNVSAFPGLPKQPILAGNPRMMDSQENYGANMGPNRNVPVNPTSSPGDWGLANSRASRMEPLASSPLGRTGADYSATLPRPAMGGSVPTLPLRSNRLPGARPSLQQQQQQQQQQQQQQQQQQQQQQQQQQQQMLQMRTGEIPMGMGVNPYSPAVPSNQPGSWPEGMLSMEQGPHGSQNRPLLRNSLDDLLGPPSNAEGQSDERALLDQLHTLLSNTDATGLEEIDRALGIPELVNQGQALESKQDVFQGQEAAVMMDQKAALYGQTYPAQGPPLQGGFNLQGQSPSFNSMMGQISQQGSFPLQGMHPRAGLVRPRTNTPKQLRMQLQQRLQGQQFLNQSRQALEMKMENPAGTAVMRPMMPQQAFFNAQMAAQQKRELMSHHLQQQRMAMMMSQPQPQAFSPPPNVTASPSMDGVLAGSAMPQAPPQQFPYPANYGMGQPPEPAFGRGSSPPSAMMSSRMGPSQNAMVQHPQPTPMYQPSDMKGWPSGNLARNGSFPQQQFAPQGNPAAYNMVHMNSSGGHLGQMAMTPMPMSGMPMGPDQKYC
MEKK3 PB1 HTS = modulators (inhibitors or enhancers) of MEK5 binding to human MEKK3 PB1 domain | binding response (% of control), % at 10 µM | bead-based flow cytometry, Alexa488-MEK5 binding to MEKK3; actives lie on both sides; 0 = blocked by unlabeled MEK5, 100 = vehicle | Q99759 | 1.4% of 290,000 active;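 active = binding response more than 3 SD above or below the average of its plate-row segment, actives on both sides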;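 also: Alexa488 bead fluorescence after subtracting the streptavidin-only scavenger bead signal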
CRFR2-BP ag = CRF-BP/CRF-R2 complex agonism | HEK293 CRF-R2/CRF-BP, calcium dye fluorescence (FLIPR); percent of saturating CRF peptide response | activation, % at 13.2 µM | 0.46% of 350,000 active | AID 588473;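 active = activation of at least 50%, plus an integration ratio under a set limit after plate pattern correction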;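 also: plate controls were neutral control wells without compound for no effect and CRF at EC100 for full effect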
GalR3 antagonist = human GalR3 antagonism; O60755; HEK293 GalR3-CNG cAMP membrane potential fluorescence; galR3 body fused to GalR1 C-terminus; inhibition, % at 3 µM; 0.44% of 360,000 active; AID 651719;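 active = inhibition above the screen-wide average plus 3 SD, cut at about 13% in these data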;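 also: forskolin and galanin both at EC90 stimulate the cells; cAMP rise reported by CNG channel membrane potential dye signal; 0% = forskolin plus galanin with DMSO and 100% = forskolin alone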
IDE cell activ = activators of human insulin-degrading enzyme in cells; AID 493087; P14735; HEK cells, FAbeta-B cleavage, fluorescence polarization; 0% vehicle, 100% cell-free pure enzyme wells; activation, % at 5.96 µM; 0.073% of 340,000 active;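 active = activation above the mean of all tested compounds plus 3 SD, set per screening campaign, cut at about 17% in these data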
PHOSPHO1 block = inhibitors of human PHOSPHO1 phosphatase; AID 1565; 1.1% of 290,000 active; recombinant PHOSPHO1, absorbance phosphatase assay; inhibition, % at 13.3 µM; in the data active = inhibition above about 60%
The depositor's hits bear a star; . = not tested or not shown.

SMILES	M4 PAM	CRFBP-R2 block	IDE cell inh	pCIP destab	MEKK3 PB1 HTS	CRFR2-BP ag	GalR3 antagonist	IDE cell activ	PHOSPHO1 block
Cc1nnc(SCC(=O)NC2CCCC(C)C2C)n1N (stereo unspecified)	1	7	0	.	.	0.9	-7	2	.
CN(C)/C=N/C(=S)Nc1ccc(F)cc1	8	18	2	-6	99	0.7	-2	2	-41
Oc1cccc(NC(=S)N=Nc2c(O)[nH]c3ccc(Br)cc23)c1	-23	9	9	15	90	-2.4	-5	1	32
CCN(C(=O)CSc1nccc(=O)[nH]1)C1CCCCC1	3	-4	1	.	.	-0.5	-1	3	.
CCN(CC)C(=O)c1cncc(C(=O)N(CC)CC)c1-c1ccccc1	1	4	-2	24	105	0.1	-5	1	29
O=C(CSc1nnnn1-c1cccc2ccccc12)Nc1ccc(C(=O)O)cc1	-1	13	0	-13	100	-2.8	-8	2	30
Cc1cc(C)n2nc(CC(=O)NNC(=O)c3ccc(N(C)C)cc3)nc2n1	7	-7	5	-1	102	0.2	-7	3	49
CCc1ccc(CN(C)CC(=O)Nc2sccc2C#N)cc1	13	-15	10	-7	94	2.9	5	-2	0
Cc1ccc2c(COC(=O)CC3Sc4ccccc4NC3=O)cc(=O)oc2c1C (stereo unspecified)	7	-30	5	-6	99	0.7	-8	1	7
COc1ccc2c(-c3ccc(S(N)(=O)=O)cc3)c(-c3ccc(S(C)(=O)=O)cc3)sc2c1	-8	-2	-4	.	.	7.3	-7	-5	.
COc1cc(NC2CCCCC2O)c2nc(-c3ccc(Cl)cc3)ccc2c1 (stereo unspecified)	-3	-29	8	0	96	8.7	-10	-1	12
CCN(CC)C(=O)COc1coc(CN2CCN(c3ccccc3F)CC2)cc1=O	-4	5	1	-14	102	0.0	-4	-5	31
Cc1occc1-c1nnc(SCC(=O)N2CCc3ccccc32)o1	3	4	3	-4	107	2.4	-3	-4	-7
CC(C)C(=O)Nc1nnc(COc2ccc(Cl)cc2)s1	4	-48	4	2	96	6.7	-5	2	51
Cc1[nH]c2ccccc2c1SCC(=O)NC1CCCCC1	8	7	3	-12	116	0.8	-9	0	-7
Cn1c(Cn2c(=O)sc3ccccc32)nnc1SCC(=O)N1CCOCC1	1	4	4	7	100	0.3	-3	6	-2
CC(=O)NC1(C(F)(F)F)NC(=O)N(C2CCCCC2)C1=O (stereo unspecified)	-1	24	2	-8	100	0.1	-4	-1	8
CCOC(=O)CC(=O)CSc1nc2c(cc1C#N)CCCCCC2	18	-1	6	-4	103	-0.1	-4	-4	76*
O=C(NC(=S)Nc1ccc(CN2CCOCC2)cc1)c1ccc(-c2ccc(Br)cc2)o1	.	-10	-5	-8	98	4.9	.	.	13
O=C(NCC1CCN(Cc2cccc(Cl)c2)CC1)Nc1ccc(Cl)cc1	-5	-28	-5	-1	110	5.4	-12	-1	42
CCCCNC(=O)c1c[nH]c2ccc(S(=O)(=O)N3CCOCC3)cc2c1=O	-8	-8	-1	4	92	1.1	5	-1	28
CC(C)NC(=O)N(C)C[C@H]1OCCCC[C@H](C)Oc2ccc(NC(=O)NC3CCCCC3)cc2C(=O)N([C@H](C)CO)C[C@@H]1C	2	1	.	.	.	0.2	-6	.	.
CCOC(=O)c1snc(C(=O)NC2CCCCC2)c1N	-6	0	1	-7	96	-2.9	-6	-2	15
C=CCNC(=O)c1sc(=S)n(-c2ccc(C(=O)OCC)cc2)c1N	-2	10	-7	-10	98	-0.6	-8	7	22
O=C(Cn1cnc2c(nnn2-c2ccc(F)cc2)c1=O)NCC1CCCO1 (stereo unspecified)	3	14	3	5	86	-2.0	-12	-3	0
CCC(C)(C)NC(=O)C(c1ccccc1Cl)N(C(=O)CCC(=O)Nc1cc(C)on1)C1CC1 (stereo unspecified)	-4	-18	0	-16	101	0.0	-8	5	31
CC(=O)N1CCn2c3c(c(=O)c4cc(C)ccc42)CCC31 (stereo unspecified)	-1	0	3	-13	.	5.5	-4	4	-21
O=C(O)CCC(C(=O)O)N1C(=O)C2C3CCC(C3)C2C1=O (stereo unspecified)	2	28	.	.	.	2.4	-3	.	.
CC12CCC(=O)N1C(C(=O)Nc1ccccc1N1CCOCC1)CS2 (stereo unspecified)	10	15	1	-4	102	0.7	-4	2	-18
CC(C)OC(=O)CSc1nnc(Cc2ccccc2)n1C	2	-14	1	3	94	2.8	-2	1	-6
O=C(CCc1ccccc1)N=C1SC2CS(=O)(=O)CC2N1c1cccc(F)c1 (stereo unspecified)	3	4	3	-7	100	3.1	-5	-1	28
COc1ccc(/C=C/C(=O)O)cc1S(=O)(=O)N1CCCc2ccccc21	5	-9	2	0	105	0.7	3	6	50
COc1ccc2c(c1)c1nc3n(c(=O)c1n2CC(=O)Nc1ccccc1)CCS3	-3	5	0	0	100	-2.0	-10	4	-27
Cc1ccccc1NC(=O)C1CC(Cl)=CCC1C(=O)O (stereo unspecified)	3	-8	-3	-7	100	-0.5	-4	0	16
OCc1nc2nc(Cl)c(Cl)nc2[nH]1	-1	19	-5	-7	96	-1.0	-7	1	46
CCN(Cc1nc2ccccc2c(=O)[nH]1)C(=O)c1cccc(S(=O)(=O)N2CCc3ccccc32)c1	-2	-3	4	.	.	-1.5	-4	4	.
COCCN=C1N[C@@H](c2ccccc2)C(C(=O)OC)=C(C)N1Cc1ccccc1	2	-10	-1	-11	96	6.0	-7	2	-7
O=C(NC(=S)Nc1ccccn1)c1ccccc1	-2	4	2	2	103	-0.5	-2	4	13
Nc1c(Cl)ncnc1N1CCN(c2ncnc(Cl)c2N)CC1	2	20	3	6	106	2.1	-6	3	5
O=C1c2ccccc2C(=O)N1CC(=O)N1c2ccccc2Sc2ccccc21	-1	-10	0	-5	103	-0.6	-2	0	54

A second format for 4 compounds above:
smiles | M4 PAM | CRFBP-R2 block | IDE cell inh | pCIP destab | MEKK3 PB1 HTS | CRFR2-BP ag | GalR3 antagonist | IDE cell activ | PHOSPHO1 block
CCc1ccc(CN(C)CC(=O)Nc2sccc2C#N)cc1 | 13 | -15 | 10 | -7 | 94 | 2.9 | 5 | -2 | 0
O=C(NC(=S)Nc1ccc(CN2CCOCC2)cc1)c1ccc(-c2ccc(Br)cc2)o1 | . | -10 | -5 | -8 | 98 | 4.9 | . | . | 13
CCCCNC(=O)c1c[nH]c2ccc(S(=O)(=O)N3CCOCC3)cc2c1=O | -8 | -8 | -1 | 4 | 92 | 1.1 | 5 | -1 | 28
Cc1cc(C)n2nc(CC(=O)NNC(=O)c3ccc(N(C)C)cc3)nc2n1 | 7 | -7 | 5 | -1 | 102 | 0.2 | -7 | 3 | 49

Going on with the list:
SMILES	M4 PAM	CRFBP-R2 block	IDE cell inh	pCIP destab	MEKK3 PB1 HTS	CRFR2-BP ag	GalR3 antagonist	IDE cell activ	PHOSPHO1 block
COc1ccccc1/C=C1\SC(=O)N(CCC(=O)NCCCn2ccnc2)C1=O	-1	1	5	4	102	-1.2	3	-3	53
Cc1ccc(F)cc1NC(=O)CN1CCN(c2ccccn2)CC1	5	12	2	-1	102	-0.3	4	2	44
O=C(COC(=O)c1ccccc1-n1cnnn1)c1ccc(Br)cc1	-2	-3	2	.	.	-0.3	-3	2	.
COC(=O)CSc1nc2cc3c(cc2cc1C#N)OCO3	-3	-16	-1	-7	100	3.4	-3	1	35
O=[N+]([O-])c1cccc(NN=Nc2ccccc2)c1	3	-9	-8	-12	106	-3.3	-11	0	38
O=C(Nc1nnc(SCc2ccc(Cl)cc2)s1)c1cnccn1	2	-10	-7	0	106	-3.3	1	-3	-2
CN1C(=O)c2ccc(NC(=O)C3CCCCC3)cc2C1=O	10	-12	0	5	95	0.8	-1	5	7
COc1cc(OC)cc(C(=O)Nc2ccccc2C(=O)N2CCCC2)c1	6	34	-1	-15	75	-1.9	-1	10	41
CC(=NNC(N)=O)C1=C(O)C(C(C)C)NC1=O (stereo unspecified)	2	1	.	.	.	-1.4	-8	1	.
Cc1cc(Br)ccc1NC(=O)c1sc2ncn(CC(=O)N3CCN(c4ccccn4)CC3)c(=O)c2c1C	-1	-10	3	-2	107	6.8	-5	1	22
CCOCC(=O)Nc1ccc(S(=O)(=O)N2CCC(c3nc4ccccc4[nH]3)CC2)cc1	5	2	10	.	.	-0.7	0	4	.
Cc1ccccc1C(=O)Nc1cccc(NC(=O)c2ccc(-c3ccc(Br)cc3)o2)c1	1	-1	3	1	.	0.5	-1	5	26
CCCCOc1cccc(C2C(C(=O)c3ccc(C)o3)=C(O)C(=O)N2c2nnc(C)s2)c1 (stereo unspecified)	12	-18	.	-29	103	11	-4	-4	.
COc1ccc(/C=N/Nc2nccnc2Cl)cc1	3	-1	5	-3	100	-1.8	-5	2	6
O=C(C1CCCO1)N1CCN(S(=O)(=O)c2cccc3nsnc23)CC1 (stereo unspecified)	5	-2	7	-22	.	-0.1	-5	4	-8
Cc1ccc(S(=O)(=O)N(C)C)cc1NC(=O)COC(=O)/C=C/c1ccc2ccccc2n1	-1	7	1	.	.	-5.5	4	3	.
COC(=O)c1cc2c(=O)n3ccccc3nc2n(Cc2cccnc2)c1=N	.	-4	-8	.	96	-1.1	.	.	.
O=C(c1cccs1)N1C[C@@H](n2cc(C3CC3)nn2)[C@H](O)C[C@@H]1c1ccccc1	-4	4	.	.	.	-0.8	-6	.	.
C/C(=C\c1ccc(Br)cc1)C(=O)c1c(C)cc(C)[nH]c1=O	0	-5	.	1	102	0.6	-4	3	19
CCOc1ccc(Nc2nnc(Cc3ccc(OC)cc3)c(=O)[nH]2)cc1	0	27	4	-12	103	-1.6	-2	3	16
COc1ccc(OC2C(=O)N(Cc3ccc4c(c3)OCO4)C2c2cccs2)cc1 (stereo unspecified)	-11	11	-2	-6	110	2.9	-5	3	31
CC(=O)c1cccc(NC(=O)CSc2nnnn2C2CCCC2)c1	1	-4	.	0	102	-2.3	-7	4	27
COCCCNC(=O)c1ccc(Cn2c(=O)c3ccccc3n(Cc3cc(C)ccc3C)c2=O)cc1	7	4	1	-2	92	5.5	-3	-2	-29
CCOC(=O)Cc1nnc(NC(=O)c2ccco2)s1	-2	3	-5	-5	98	0.4	-2	-3	11
Cc1csc(SC(C)C(=O)NCC2CCCO2)n1 (stereo unspecified)	-4	19	-1	.	.	2.3	-3	-2	.
CCOc1ccc(C(C)(C)C)cc1S(=O)(=O)N1CCOCC1	12	-8	0	-5	103	-0.9	2	5	-21
Cc1ccc(-c2csc(NC(=O)c3cccs3)n2)cc1	2	-2	4	-9	96	0.9	-1	0	-6
Cn1c(O)c(C(C#N)=C2N=c3ccccc3=N2)c2ccccc21	3	-34	14	7	104	-0.4	-4	4	-5
O=S(=O)(NCC(c1ccco1)N1CCN(c2ccccc2)CC1)c1ccc(F)cc1 (stereo unspecified)	18	-28	-3	-3	100	3.3	-12	-3	-4
Cc1ccc2c(nc3s/c(=C\c4ccc(-c5ccccc5C(=O)O)o4)c(=O)n32)c1C	4	-77	2	-38	101	126*	-9	-5	23
O=C(NCCN1CCOCC1)C1CCC(CNS(=O)(=O)c2ccccc2)CC1 (stereo unspecified)	-8	6	3	-4	101	-1.1	-9	-1	-3
O=C(COC(=O)c1ccc(O)cc1)Nc1cccc(S(=O)(=O)NC2=NCCCCC2)c1	0	-35	1	-9	87	-1.7	-2	5	12
Cc1ccc(CNC(=O)C2CC(c3ccccc3[N+](=O)[O-])=NO2)cc1 (stereo unspecified)	8	2	-2	-2	97	-3.2	-2	5	19
CCCCN(C(=O)c1ccc(N2CCCC2=O)cc1)c1c(N)n(CCC)c(=O)[nH]c1=O	1	6	-5	.	.	-0.8	-5	1	.
